From PubChem
Mcl-1 Bim block = inhibitors of Bim peptide binding to Mcl-1, primary screen, biochemical, bead-based flow cytometry, multiplex. Induced myeloid leukemia cell differentiation protein Mcl-1 (Homo sapiens), Q07820. Bim peptide-Mcl-1 binding. inhibition, % at 10 µM. 190,000 tested, 0.1% active. AID 1009, 2008; in the data active means inhibition above about 40%;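 further: 0% = no compound tracer wells and 100% = peptide blocker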
GSH bead fluor = compound fluorescence on glutathione beads, profiling panel, artefact control, biophysical, 488/530 nm, flow cytometry | GSH beads flow cytometry, compound fluorescence 488/530 nm; hits give high values | fluorescence (KMESF) at 10 µM | 190,000 tested, 0.25% active | AID 1776, 2009; in the data active means fluorescence above about 89;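 further: glutathione beads carrying GST-tagged Bcl family fusion proteins plus one bare bead set; values are compound well signal with DMSO vehicle wells as background; inactives centre near 16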
ABCB1 inh = ABCB1 efflux pump inhibitors, primary screen, cell-based, multiplex, flow cytometry, ABCG2 counter-screen; ATP-dependent translocase ABCB1 (Homo sapiens), P08183; CCRF-Adr cells, JC-1 efflux; inhibition, % at 6.6 µM; 190,000 tested, 0.067% active; in the data active means inhibition above about 40%;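 further: 0% = vehicle and 100% = reference inhibitor; higher value means more JC-1 retained so stronger ABCB1 efflux block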
RGS7-Gao = RGS7-Galphao binding modulators, primary screen, biochemical, multiplexed bead flow cytometry; Guanine nucleotide-binding protein G(o) subunit alpha (Homo sapiens), P09471; actives lie on both sides; binding response (% of control), % at 10 µM; 220,000 tested, 0.35% active; AID 1439, 2008; in the data active means binding response below about 49% or above about 150%; inconclusive means no clear call, values can overlap the other calls; inactive means in between;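 further: fluorescent Galphao held in activated GDP-AlF4 state binding bead-coupled RGS7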
Avidin bead fluor = green autofluorescence of compounds with avidin beads – biophysical, 488/530 nm, flow cytometry, artefact control, profiling panel; compound fluorescence 488/530 nm; hits give high values; fluorescence (KMESF) at 10 µM; 220,000 tested, 0.38% active; AID 1775, 2009; in the data active means fluorescence above about 47; further: inactives centre near 10
Mcl1-Noxa inh = Mcl-1/Noxa binding inhibitors, primary screen, biochemical, TR-FRET, 1536-well; Induced myeloid leukemia cell differentiation protein Mcl-1 (Homo sapiens), Q07820; TR-FRET Mcl-1/Noxa peptide binding, 2 h; inhibition, % at 21.7 µM; 220,000 tested, 1.5% active;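 active means compounds that cut the protein-peptide binding signal by more than 50% relative to plate controls in a single-dose test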;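 further: His-tagged Mcl-1 with rhodamine Noxa BH3 peptide and terbium anti-His antibody; 0% = Mcl-1 plus Noxa peptide wells and 100% = peptide-only wells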
Mcl1-Bid inh = Mcl-1/Bid binding inhibitors, primary screen, biochemical, TR-FRET, 1536-well | Induced myeloid leukemia cell differentiation protein Mcl-1 (Homo sapiens), Q07820 | TR-FRET Mcl-1/Bid-Dy647 peptide binding | inhibition, % at 21.7 µM | 220,000 tested, 0.97% active | AID 1021, 2008;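 active means compounds that cut the binding signal by more than half at the single screening dose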;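 further: His-tagged Mcl-1 with europium anti-His antibody binding Bid BH3 peptide; 0% = Mcl-1 plus peptide wells and 100% = peptide-only wells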
RGS8-Gao = RGS8-Galphao binding modulators, primary screen, biochemical, multiplexed bead flow cytometry | actives lie on both sides | 220,000 tested, 0.34% active | response (percent of control binding), % at 10 µM | Guanine nucleotide-binding protein G(o) subunit alpha (Homo sapiens), P09471; in the data active means response below about 60% or above about 140%; inactive means in between;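 further: Galphao activated as the GDP aluminium fluoride complex binding bead-coupled RGS8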
RGS4-Gao reg = modulators of RGS4 binding to Galphao, primary screen, biochemical, multiplexed bead flow cytometry | Guanine nucleotide-binding protein G(o) subunit alpha (Homo sapiens), P09471 | actives lie on both sides | binding response (% of control), % at 10 µM | 220,000 tested, 0.33% active | AID 1415, 2008; in the data active means binding response below about 49% or above about 150%; inactive means in between;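 further: fluorescent Galphao activated with aluminum fluoride binding bead-coupled RGS4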
ABCG2 inh = ABCG2 efflux pump inhibitors, primary screen, multiplex with ABCB1, IgMXP3 cells, flow cytometry; JC-1 efflux; inhibition, % at 6.6 µM; 190,000 tested, 0.1% active; AID 1325, 2008;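 active means inhibition above 80%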;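 further: 0% = DMSO and 100% = nicardipine control wells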
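Test system: IgMXP3 (ABCG2) plus far-red-tagged CCRF-Adr (ABCB1) cells / Amount: 3 million cells/mL in well / Reagent: JC-1 transporter substrate / Timing: 10 min compound exposure, 25 °C / Signal: flow cytometry, 530 nm JC-1 signal / Read-out: percent efflux inhibition, scaled nicardipine 100% to DMSO 0% / Benchmarks: nicardipine as high control, DMSO as low control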
Pf gamet viab = late stage P. falciparum gametocyte viability inhibitors, primary screen, ATP luminescence, HTS; P. falciparum stage V gametocytes, 24 h; 150,000 tested, 0.065% active; inhibition, % at 10.9 µM;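 active means inhibition above the mean plus 3 SD of compounds within the control limits, set per campaign, cut at about 38% in these data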;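 further: 0% = DMSO wells and 100% = medium only without gametocytes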
Numbers without * were called inactive; ? = inconclusive; · = no result given.

SMILES | Mcl-1 Bim block | GSH bead fluor | ABCB1 inh | RGS7-Gao | Avidin bead fluor | Mcl1-Noxa inh | Mcl1-Bid inh | RGS8-Gao | RGS4-Gao reg | ABCG2 inh | Pf gamet viab
CCOc1ccc(C(=O)NC2CC3CCCC(C2)N3CC(C)C)cc1 (stereo unspecified) | -23 | 9 | 0.6 | 107 | 20 | 13 | 12 | 97 | 103 | 1 | 12
COCc1ccc(CN2CCc3c([nH]c4ccccc34)C2CC(C)C)o1 (stereo unspecified) | 0 | 9 | -0.8 | 78 | 7 | 0 | -35 | 91 | 85 | -3 | -17
COc1ccc(C(=O)CN2C(=O)C(C)(C)Oc3ccc(C(=O)N4CCCCCC4)cc32)cc1 | -1 | 15 | 2.9 | 98 | 33 | -14 | -25 | 98 | 104 | 4 | ·
CCOC(=O)c1cnn(-c2nc(OCC)cc(OCC)n2)c1C | -2 | 6 | 1.3 | 104 | 1 | 14 | -11 | 83 | 94 | 11 | -5
N#CCSc1nnc2c(Cl)cc(Cl)cn12 | -4 | 19 | -0.2 | 101 | 35 | 3 | -3 | 101 | 103 | 0 | ·
COc1ccc(CC(=O)Nc2cc(C)ccc2O)cc1OC | · | · | · | ? | 5 | 11 | -18 | 100 | 100 | · | 11
CCCCn1c(SCC(=O)c2ccccc2)nc2c1c(=O)[nH]c(=O)n2C | 1 | 35 | 0.9 | 101 | 11 | 1 | -26 | 102 | 103 | 4 | 18
Nc1nnc(SCC(=O)OCC(=O)c2ccccc2)s1 | -5 | 12 | -0.2 | 101 | 23 | 11 | -7 | 107 | 101 | -1 | -6
CCCc1cc(=O)[nH]c(SCc2cc(=O)oc3c(C)c(C)ccc23)n1 | -1 | 6 | -1.2 | 103 | 4 | 15 | -6 | 105 | 105 | -6 | 7
CC(C)(C)c1cc(C(=O)Nc2ccccc2)ccn1 | 5 | 103* | 0.2 | 95 | 4 | -14 | -2 | 98 | 88 | 4 | ·
O=C(COC(=O)c1ccco1)NC1CCCCC1 | -9 | 23 | -0.7 | 106 | 9 | 1 | -8 | 102 | 100 | -4 | ·
O=C(O)c1ccc(N=Nc2c(O)[nH]c3ccccc23)cc1 | · | · | · | ? | 3 | 18 | -14 | 102 | 101 | · | 29
Cc1ccccc1S(=O)(=O)NCc1ccc(N2CCN(C)CC2)cc1 | · | · | · | ? | 6 | 39 | -30 | 103 | 105 | · | 0
CCc1ccc(C(=O)Nc2cccnc2Oc2ccc(Cl)cc2)cc1 | · | · | · | ? | 5 | 27 | 9 | 100 | 97 | · | 14
Cc1ncsc1CCOC(=O)c1ccccc1 | -2 | 68 | 0.1 | 97 | 10 | 27 | 12 | 100 | 98 | 3 | 16

An excerpt from above in order of count of non-hydrogen atoms, lowest first:
SMILES | Mcl-1 Bim block | GSH bead fluor | ABCB1 inh | RGS7-Gao | Avidin bead fluor | Mcl1-Noxa inh | Mcl1-Bid inh | RGS8-Gao | RGS4-Gao reg | ABCG2 inh | Pf gamet viab
Cc1ncsc1CCOC(=O)c1ccccc1 | -2 | 68 | 0.1 | 97 | 10 | 27 | 12 | 100 | 98 | 3 | 16
COc1ccc(CC(=O)Nc2cc(C)ccc2O)cc1OC | · | · | · | ? | 5 | 11 | -18 | 100 | 100 | · | 11
CCCc1cc(=O)[nH]c(SCc2cc(=O)oc3c(C)c(C)ccc23)n1 | -1 | 6 | -1.2 | 103 | 4 | 15 | -6 | 105 | 105 | -6 | 7

The listing continues:
SMILES | Mcl-1 Bim block | GSH bead fluor | ABCB1 inh | RGS7-Gao | Avidin bead fluor | Mcl1-Noxa inh | Mcl1-Bid inh | RGS8-Gao | RGS4-Gao reg | ABCG2 inh | Pf gamet viab
Cc1noc(C)c1S(=O)(=O)Nc1ccc(C(=O)NC2CCCCC2)cc1 | -2 | 14 | 1.4 | 103 | 12 | 2 | -17 | 106 | 108 | 18 | -12
Cc1nn(CC(=O)NN)c(C)c1Br | · | · | · | ? | 6 | -3 | -11 | 102 | 107 | · | 21
ON1C(c2ccccc2)CC2(O)c3nonc3CCC12 (stereo unspecified) | -3 | 20 | 0.1 | 101 | 24 | 6 | 8 | 100 | 99 | 6 | ·
O=C(O)CCNC(=O)c1cncc(Br)c1 | 2 | 13 | 0.2 | 98 | 13 | -6 | -24 | 93 | 91 | 0 | 13
Cc1ccc(NC(=O)Nc2nnc(Cc3ccc([N+](=O)[O-])cc3)s2)cc1C | -2 | 20 | 0.4 | 101 | 14 | 8 | 30 | 100 | 101 | 3 | -7
CC1(C)Cc2nc3sc4c(N(CCO)CCO)ncnc4c3cc2CO1 | 1 | 52 | 0.1 | 98 | 9 | -1 | -11 | 99 | 98 | 7 | 27
COc1ccc(S(=O)(=O)Nc2ccc(S(=O)(=O)Nc3nc(C)cc(C)n3)cc2)cc1OC | 0 | 34 | 0.2 | 102 | 12 | -9 | -16 | 101 | 102 | 1 | ·
N/C(Cc1ccc([N+](=O)[O-])cc1)=N\OC(=O)Cc1ccc(Cl)cc1 | -3 | 19 | 0.3 | 103 | 9 | 31 | 4 | 102 | 101 | 2 | ·
O=C(NNC(=O)C1CCCCC1)c1ccc(Br)cc1 | -2 | 11 | 0.7 | ? | 10 | 4 | -24 | 100 | 100 | 0 | 4
COc1ccc(/C(O)=C2/C(=O)C(=O)N(CC3CCCO3)C2c2cccc(OC)c2)cc1 (stereo unspecified) | -2 | 27 | 0.6 | 101 | 33 | -17 | -2 | 99 | 101 | 3 | 4
CCOCC(=O)OCC(=O)NC12CC3CC(CC(C3)C1)C2 | -2 | 13 | 2.0 | ? | 12 | 12 | -28 | 101 | 102 | 4 | 4
COCCn1c(SCC#N)nnc1-c1ccccc1O | 1 | 35 | -0.6 | 99 | 14 | 10 | 0 | 103 | 102 | -5 | ·
Cc1cccc(C(=O)N2CCN(C(=O)c3cccc(C)c3)C(C)C2)c1 (stereo unspecified) | 0 | 27 | 0.1 | 97 | 4 | -4 | -24 | 101 | 100 | 0 | -23
Cc1cc(OC(=O)c2c(Cl)cccc2Cl)nc(C)n1 | 2 | 29 | -5.3 | 98 | 10 | 9 | -12 | 99 | 99 | -7 | ·
Cc1ccc(-n2c(C)nn(Cc3ccc([N+](=O)[O-])cc3)c2=O)cc1 | 0 | 14 | 2.0 | ? | 9 | 2 | -71 | 99 | 100 | 19 | 32
Cc1cccc(C(=O)Oc2ccc(/C=N/O)cc2)c1 | -2 | 18 | 0.3 | 101 | 24 | 3 | 4 | 101 | 99 | 0 | -3
Cc1ccc(NC(=O)CN(C)Cc2nc3ccccc3c(=O)[nH]2)c(Br)c1 | 1 | 12 | 0.6 | 98 | 8 | -5 | -20 | 104 | 101 | 4 | 4
CC1CCCC(NC(=O)Cc2ccc(Br)cc2)C1C (stereo unspecified) | -8 | 15 | 0.4 | 104 | 22 | -20 | -5 | 102 | 99 | 0 | 8
NC(=NCc1ccc2c(c1)OCO2)NC(=O)c1ccccc1 | -1 | 19 | 0.0 | 100 | 9 | 9 | 7 | 96 | 106 | 1 | 25
Cc1cc(-c2ccccc2)nc(N/N=C/c2cccnc2)n1 | -4 | 10 | 0.8 | 104 | 10 | 3 | -21 | 104 | 105 | 4 | -24
COc1cccc(NC(=O)Cn2cnc3sc(C)c(S(=O)(=O)N4CCN(C)CC4)c3c2=O)c1 | -1 | 20 | 1.4 | 100 | 34 | -11 | -3 | 104 | 104 | 12 | -13
COc1ccc(/C=C/c2nnc(NC(=O)CC(C)C)s2)cc1 | · | · | · | ? | 8 | 1 | -33 | 100 | 98 | · | -6
CCN(CC)c1ccc2cc(C(N)=O)/c(=N\NC(=O)c3ccncc3)oc2c1 | -1 | 21 | 6.6 | 94 | 10 | 27 | -66 | 94 | 92 | 14 | 20
Cc1ccc(C(=O)N2CCN(c3ccccn3)CC2)cc1 | 4 | 12 | 1.4 | ? | 13 | 4 | -20 | 100 | 98 | 9 | -14
Cc1nn(Cc2ccc(Cl)cc2)c(C)c1NC(=O)c1cc(-c2ccco2)on1 | 5 | 32 | 0.9 | 102 | 13 | -2 | -17 | 103 | 102 | 2 | ·
Cc1ccc(NC(=O)CNCc2ccccn2)cc1S(=O)(=O)N(C)C | -1 | 15 | 1.9 | ? | 10 | -13 | -36 | 98 | 97 | 8 | 0
COc1ccc(C(=O)N2N=C3CC(C)(C)OCC3C2c2ccccc2)cc1 (stereo unspecified) | -4 | 19 | -0.3 | 98 | 3 | -12 | 3 | 104 | 98 | -1 | 0
CCN(CC)c1ccc(NC(=O)CN2CCN(S(=O)(=O)c3cc(Cl)ccc3OC)CC2)cc1 | -2 | 32 | 1.1 | 79 | 7 | 39 | -2 | 94 | 76 | 2 | ·
C=CCNC(=O)c1c(Cl)nc(C)c([N+](=O)[O-])c1C | -3 | 9 | 0.7 | 104 | 6 | -24 | 1 | 104 | 107 | 0 | 8
O=C(Nc1ccccc1)NC1(C(=O)NCc2cccs2)CCCCC1 | 0 | 52 | 0.6 | 105 | 5 | -3 | 1 | 104 | 106 | 2 | ·
Cc1oc(-c2ccc3c(c2)OCCO3)cc1C(=O)NCC(=O)O | -1 | 15 | 1.0 | 108 | 11 | 14 | -53 | 106 | 107 | 5 | ·
O=C(N/N=C/c1cccc([N+](=O)[O-])c1)C1CC1c1ccccc1 (stereo unspecified) | -2 | 21 | 1.1 | 101 | 15 | 4 | 1 | 101 | 100 | 40 | 4
CS(=O)(=O)n1nc(OC(=O)c2cc(Br)ccc2Cl)cc1N | 0 | 59 | -0.7 | 114 | 10 | 8 | -8 | 100 | 98 | 1 | 0
Cc1nnc(SCC2CCCO2)n1-c1ccccc1 (stereo unspecified) | 1 | 39 | -0.3 | 100 | 11 | 2 | -30 | 106 | 97 | 0 | ·
C#CCNC(=O)C1=C[C@H](c2ccc(Br)cc2)[C@@H](CCCO)[C@H](OCC)O1 | 0 | 18 | 0.8 | 100 | 7 | 10 | 2 | 101 | 105 | 9 | -73
Cc1ccc(C(=O)CC(C(=O)O)P(=O)(c2ccccc2)c2ccccc2)cc1 (stereo unspecified) | 3 | 8 | 0.0 | 95 | 19 | -5 | -22 | 101 | 96 | 0 | -33
O=C(CN1CCCC1)Nc1ccc(NC(=O)Nc2ccccc2Cl)cc1 | 0 | 34 | 0.2 | 108 | 18 | 6 | -28 | 103 | 103 | 1 | ·
COC(=O)c1nc2ccccc2s1 | -5 | 22 | 0.4 | 103 | 8 | -2 | -4 | 104 | 104 | 1 | 9
